PAX8 inh HTS: lowers PAX8-driven luciferase in RMG-I cells. RMG-I TPO-luciferase reporter, SteadyGlo, 24 h. 360,000 tested, 1.2% active. AID 652154. inhibition, % at 12.6 µM;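 active = mean replicate inhibition at least 60% with every replicate also reaching 60%; inconclusive = only one of the two criteria is met; inactive = mean below 60% and not all replicates reaching 60%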;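 also: luciferase light reporting Pax8 driven TPO promoter activity; plate controls were median of neutral control wells for no effect and mitoxantrone controls for full effect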
ARNT-TACC3 inh: disruptors of human ARNT/TACC3 interaction | Q9Y6A5 | AlphaScreen His-ARNT PAS-B/GST-TACC3 binding, luminescence; TACC3 fragment carries E629A point mutation | inhibition, % at 9.99 µM | 390,000 tested, 0.66% active | AID 623870;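 active = mean inhibition of replicates at least 50% and at least half of replicates each reaching 50%; inconclusive = half or more replicates reach 50% but mean below 50%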;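 also: 0% = complete ARNT plus TACC3 wells and 100% = ARNT alone without TACC3; many hits fall short of the cut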
EWS-Fli inh: blocks EWS/Fli oncoprotein-driven transcription | 350,000 tested, 0.67% active | AID 651661 | inhibition, % at 12.6 µM | A673 NR0B1-luciferase reporter, viability-normalised;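 active = mean inhibition of at least 50% after viability correction, with every replicate also passing that limit; inconclusive = mean reaches 50% but only one of two replicates passes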;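 also: firefly luciferase signal divided by Alamar Blue viability fluorescence both relative to DMSO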
SIRT5 inh: sirtuin-5 (human) deacylase inhibition. 330,000 tested, 1.1% active. Q9NXA8. inhibition, % at 15 µM. Purified SirT5, succinyl-peptide AMC, trypsin-coupled fluorescence; in the data active = inhibition above about 15%; inconclusive = no clear call, values can overlap the other calls
Target sequence (Q9NXA8 whole entry, looked up): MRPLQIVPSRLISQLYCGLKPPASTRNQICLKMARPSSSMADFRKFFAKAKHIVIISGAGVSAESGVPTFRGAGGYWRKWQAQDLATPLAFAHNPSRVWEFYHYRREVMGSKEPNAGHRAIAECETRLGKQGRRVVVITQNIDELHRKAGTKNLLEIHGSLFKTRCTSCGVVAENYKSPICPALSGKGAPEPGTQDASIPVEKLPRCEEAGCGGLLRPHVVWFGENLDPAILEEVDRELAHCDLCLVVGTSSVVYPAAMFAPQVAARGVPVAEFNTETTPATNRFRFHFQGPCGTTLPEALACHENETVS
LGR2 inh: blocks bursicon-induced cAMP signaling via Drosophila LGR2. 380,000 tested, 0.35% active. inhibition, % at 9.99 µM. HEK293 LGR2, CRE-luciferase, bursicon-stimulated, 4 h;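 active = drop in luminescence signal, shown as inhibition above about 50% in the replicate tests, limit read from the data, passing the limit was not always enough; inconclusive = probably only some replicates passing the limit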;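 also: agonist challenge used bursicon conditioned medium at about half maximal strength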
Casp6 inh: inhibitors of human caspase-6. P55212. purified caspase-6, Z-VEID-R110 cleavage fluorescence. inhibition, % at 12.5 µM. 350,000 tested, 0.53% active. AID 686996;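 active = mean inhibition across replicates at least about 35%, with every replicate also reaching that limit, limit read from the data; inconclusive = only one of the two criteria met; inactive = neither criterion met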;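 also: 0% = median of neutral control wells and 100% = no fluorescence left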
Target sequence (P55212 24-179 limits assumed): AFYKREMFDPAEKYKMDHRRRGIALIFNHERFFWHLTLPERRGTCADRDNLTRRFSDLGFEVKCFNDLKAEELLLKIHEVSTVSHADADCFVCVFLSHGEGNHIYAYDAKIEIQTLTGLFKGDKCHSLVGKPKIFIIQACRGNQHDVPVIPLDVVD
Target sequence (P55212 194-293 limits assumed): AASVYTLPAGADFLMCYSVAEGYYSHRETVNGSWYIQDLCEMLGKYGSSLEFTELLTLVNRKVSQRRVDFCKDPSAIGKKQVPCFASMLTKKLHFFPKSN
DENV2 CPE rescue: inhibitors of DENV2 cytopathic effect. DENV2-infected cells, cytopathic effect rescue, plate reader. CPE inhibition, % at 9.99 µM. 350,000 tested, 1.7% active. AID 651640; in the data active = CPE inhibition above about 20%, passing the limit was not always enough; inconclusive = no clear call, values can overlap the other calls; tested in BHK-21 cells;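 also: 0% = median of neutral control wells and 100% = median of positive control wells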
The depositor's hits bear a star; ? = inconclusive; . = not tested or not shown; & = joins results of further samples; ! = repeats disagree.

SMILES	PAX8 inh HTS	ARNT-TACC3 inh	EWS-Fli inh	SIRT5 inh	LGR2 inh	Casp6 inh	DENV2 CPE rescue
C=CCn1c(SCCOC)nc2c1c(=O)[nH]c(=O)n2C	-22	3	2	-12	-6	1	-1
C[C@@H]1CN([C@@H](C)CO)C(=O)c2cc(C#Cc3cccnc3)cnc2O[C@@H]1CN(C)S(C)(=O)=O	.	-4	-6	-5	10	0	-2
COC(=O)CN1C(=S)N(C)C(=O)C1CC(=O)Nc1ccccc1 (stereo unspecified)	115*	.	-5	-4	-5	-3	-3
O=C(NNC(=O)c1ccccc1Br)c1ccncc1	25	-2	-3	14	.	-19	2
CC(C)CCC1(C)NC(=O)N(CC(=O)NCC(=O)Nc2ccc(F)c(F)c2F)C1=O (stereo unspecified)	5	-2	1	0	-6	-3	0
C[C@H](CO)N1C[C@H](C)[C@@H](CN(C)C(=O)C2CCCCC2)Oc2cc(C3=CCCC3)ccc2S1(=O)=O	.	6	14	-1	24	3	-3
COc1ccc2[nH]cc(CCNC(=O)Cc3ccc(Br)cc3)c2c1	2	5	13	.	-8	-1	4
O=C(CSc1ccccc1F)NCCCN1CCCC1=O	-5	-1	-14	1	-16	3	-1
COC(=O)[C@]12CCCCC=C1N(CCC1=CCCCC1)C(=O)[C@H](CC(=O)N1CCCC1)C2	-10	.	2	-2	-3	-1	15
COc1ccccc1-c1cn(CC[C@H]2CC[C@H](NC(=O)C3CCCC3)[C@H](CO)O2)nn1	.	.	-5	3	-13	1	2
CCOC(=O)C1=C(C)N=c2s/c(=C/c3cccc(OCC(=O)O)c3)c(=O)n2C1c1ccc(F)cc1 (stereo unspecified)	22	.	-12	6	14	21	1
CC1(C)Cc2c(C#N)c(N3CCCC3)nc(-c3ccco3)c2CO1	10	.	8	.	-13	11	8
COc1ccc2c3c([nH]c2c1)[C@@H](CO)N(S(C)(=O)=O)CC31CCN(CC2CCCC2)CC1	.	.	5	3	-7	1	54*
CCOc1ccc(-n2nc3ccc(N)cc3n2)cc1	-28	-5	46	-4	.	2	0
Cc1cc(OCC(=O)N(C)Cc2ccccc2)ccc1Cl	-39	-3	-107	-6	-44	3	-4
C[C@@H]1CN([C@H](C)CO)C(=O)c2cc(NC(=O)C3CCCCC3)ccc2O[C@@H](C)CCCCO[C@@H]1CN(C)S(=O)(=O)c1ccccc1	3	0	10	8	14	2	-6
CC(C)NC(=O)N(C)C[C@H]1Oc2ccc(NC(=O)CCCCCC(=O)Nc3ccccc3N)cc2CC(=O)N([C@H](C)CO)C[C@H]1C	-32	4	-2	-3	-6	2	1
COC(=O)N/N=C/c1cccc([N+](=O)[O-])c1	1	-2	-4	-2	.	-1	2
Cc1cc(C)c(NC(=O)CN(C)C(=O)CCC(=O)c2ccc(C)s2)c(C)c1	12	-3	2	0	0	-1	-11
CCCCCCC[N+](CC)(CC)CCCCc1ccc(Cl)cc1	87*	0	19	-1	9	.	-4
Cc1ccc(S(=O)(=O)CCC(=O)OCC(=O)c2c[nH]c3ccccc23)cc1	15	-6	8	.	.	0	-7
O=S(=O)(Nc1ccc(Br)cn1)c1ccc2ccccc2c1	1	-14	5	.	11	-3	-1
CCOCCCNC(=O)c1oc2ccc3c(c2c1C)C(O)CC(C)(C)O3 (stereo unspecified)	8	11	-15	-9	-61	-3	7
COc1ccc(NC(=O)CN(C)C(=O)c2cn(-c3ccccc3)nc2-c2ccc(OC)cc2)cc1	21	-3	4	0	.	-67	-9
Cc1ccc(OCCC(=O)OCC(=O)NC2CCCC(C)C2C)cc1 (stereo unspecified)	-2	-5	0	1	-15	0	15

Next part:
SMILES	PAX8 inh HTS	ARNT-TACC3 inh	EWS-Fli inh	SIRT5 inh	LGR2 inh	Casp6 inh	DENV2 CPE rescue
COc1ccc(N2Cc3ccccc3C2=NC(=O)c2cccc([N+](=O)[O-])c2)cc1	-40	5	-1	-6	-24	0	0
C[C@H]1CN([C@@H](C)CO)C(=O)c2ccccc2-c2ccccc2CO[C@H]1CN(C)C(=O)[C@H](Cc1ccccc1)N(C)C	-18	-7	4	6	-2	-2	2
O=C(COC(=O)/C=C/c1ccccc1)NC1CC1	5	.	1	2	-12	1	3
O=C(Nc1ccccc1)Oc1ccc[nH]c1=O	-22	-3	-18	-7	-36	2	4
C[C@@H]1CN([C@H](C)CO)C(=O)Cc2cc(N(C)C)ccc2O[C@@H]1CN(C)C(=O)Nc1ccc(C(F)(F)F)cc1	2	2	-8	-6	-16	0	0
C[C@@H]1CCCCO[C@H](CN(C)Cc2ccc(C(F)(F)F)cc2)[C@@H](C)CN([C@@H](C)CO)C(=O)c2cc(NC(=O)Nc3cccc4ccccc34)ccc2O1	10	39	2	.	11	.	-19
NS(=O)(=O)c1ccc(NC2(C(=O)O)CCCC2)cc1	19	-21	6	0	3	0	-6
COc1ccc(/C=N/NC(=S)Nc2cccc(C(=O)O)c2)cc1	-2	.	2	5	75*	11	3
O=C(NCc1ccco1)c1ccc(Cn2c(=S)[nH]c3ccccc3c2=O)cc1	-13	-6	7	-5	-9	-2	-2
c1ccc2c(c1)NCC1CCCN21 (stereo unspecified)	17	1	-19	3	7	15	-1
CCOc1ccccc1CN1CCNC(=O)C1CC(=O)N(C)C1CCOCC1 (stereo unspecified)	1	7	-4	-5	-16	-1	5
O=C(O)C1CC1C(=O)Nc1nc2c(Cl)cccc2s1 (stereo unspecified)	3	-13	4	-21	-7	-1	10
COc1ccc(C(=O)NCC(C)(C)CNC(=O)c2ccc(OC)c(OC)c2)cc1OC	-1	-15	7	-4	.	-4	1
Cc1c(C#N)c(=O)c(-[n+]2ccccc2)c([S-])n1-c1ccc(Cl)cc1	0	-5	-4	0	6	7	0
CO[C@@H]1CN(C)C(=O)c2ccc(NC(=O)NC(C)C)cc2OC[C@H](C)N(C)C[C@H]1C	.	1	0	0	12	-2	1
COc1ccc(N2C(=O)CSC2c2ccccc2F)c(OC)c1 (stereo unspecified)	-5	-7	-1	-2	8	-4	1
COc1ccc(C2/C=C\CN(S(=O)(=O)c3ccc(C)cc3)CC(=O)N2Cc2ccc(F)cc2)cc1 (stereo unspecified)	-11	1	4	.	10	-1	.
C[C@@H]1CCCCO[C@@H](CN(C)Cc2ccncc2)[C@H](C)CN([C@@H](C)CO)C(=O)c2cc(NC(=O)c3ccccc3)ccc2O1	8	-3	0	5	-22	-2	?
Cc1cc(C)c(N2C(=O)C3C4CC(=O)C(c5ccccc54)C3C2=O)c(C)c1 (stereo unspecified)	5	-6	-3	-4	-3	-2	1
C[C@H](CO)N1C[C@H](C)[C@H](CN(C)S(=O)(=O)c2ccccc2F)OCc2cnnn2CCCC1=O	-10&-14	-3&-4	-1&1&-3	-2&-1&-10	19&4	-3&-3&-2	-8&-12&-5
CN(C)c1ccc2c(c1)[C@@H]1C[C@@H](CC(=O)NCc3ccc(-c4ccccc4)cc3)O[C@@H](CO)[C@@H]1O2	16	.	55*	-3	-19	-4	-8
COc1ccc(CNC(=S)Nc2ccc3nc(N4CCOCC4)cc(C)c3c2)cc1	-2	4	6	-1	-5	0	-7
CN(C(=O)CSc1nc2ccc([N+](=O)[O-])cc2s1)C1CCS(=O)(=O)C1 (stereo unspecified)	6	12	10	0	-7	3	-1
COc1cccc(S(=O)(=O)N(C)C[C@H]2Oc3cc(C4=CCCCC4)ccc3S(=O)(=O)N([C@H](C)CO)C[C@H]2C)c1	54	.	15	.	40	.	.
O=C(Cn1c(NCCO)nc2ccccc21)NCC1CCCO1 (stereo unspecified)	-9	-8	2	-4	19	1	-6

Continued.
SMILES	PAX8 inh HTS	ARNT-TACC3 inh	EWS-Fli inh	SIRT5 inh	LGR2 inh	Casp6 inh	DENV2 CPE rescue
COc1ccc(C(=O)Nc2ccc(O)c3ccccc23)cc1OC	6	3	-1	-4	.	4	3
CCN(C(=O)COC(=O)C1=COCCO1)c1c(N)n(Cc2ccccc2)c(=O)[nH]c1=O	-9	.	0	3	30	3	-7
Cc1n[nH]c(C)c1S(=O)(=O)N1CCCC(C(=O)NCc2ccccc2Cl)C1 (stereo unspecified)	38	-3	-4	-2	15	-1	14
CC(C)CC#Cc1ccc2c(c1)O[C@@H](CN(C)Cc1cncnc1)[C@H](C)CN([C@H](C)CO)S2(=O)=O	.	7	19	4	-4	7	11
CC(C)NC(=O)N1C[C@H]2[C@@H](c3ccccc31)[C@@H](CO)N2C(=O)c1ccncc1	-1	3	4	2	-5	4	2
CC1(C(=O)NS(=O)(=O)c2ccccc2C(F)(F)F)CCN1C(=O)CC1CCCC1 (stereo unspecified)	-4	.	-8	-2	-15	-3	?
CC1(C)C(=O)Nc2ccccc2N1C(=O)c1ccc([N+](=O)[O-])cc1	6	12	15	-4	-21	1	5
C[C@H]1CN([C@@H](C)CO)C(=O)CCCn2nncc2CO[C@@H]1CN(C)C	0	-9	-3	-1	-14	1	-5
CNC[C@@H]1Oc2c(NS(C)(=O)=O)cccc2C(=O)N([C@@H](C)CO)C[C@H]1C	-12&1	7&-1	-3&-21	0	0&16	1&-1	-10&1
CCOc1ccc(CCNC(=O)Cn2cccc2C(=O)c2ccccc2C)cc1OCC	29	1	-4	2	.	6	.
COc1ccccc1NC(=O)NNC(=O)c1ccc2ccccc2c1	2	-3	.	-1	8	3	-2
Cc1ccc(S(=O)(=O)NCc2nnc(SCC(=O)Nc3cccc(C)c3C)n2C)cc1	.	-22	0	1	-5	-1	0
O=C(c1c[nH]c(C(=O)C(Cl)(Cl)Cl)c1)c1ccc(F)cc1Cl	22	17	2	-1	24	6	-4
N#Cc1c(N2CCCCC2)nc(N)c2c(N)nc3c(c12)CC(CCl)O3 (stereo unspecified)	13	-7	-10	2	6	0	-2
C[C@H](CO)N1C[C@H](C)[C@@H](CN(C)S(=O)(=O)c2cccs2)Oc2ccc(NC(=O)CCC(F)(F)F)cc2C1=O	-4	-1&26	2&-2	25*!	-1&-14	2&2	-4&-2
COc1ccc(-c2oc(=O)n(C)c2-c2ccc(OC)cc2)cc1	13	37	-4	-5	-12	4	-4
CCC(=O)N/N=C(\C)CC(=O)Nc1ccccc1-c1ccccc1	-14	0	-28	-5	0	-2	.
Cc1ccc(C(=O)NCCSCc2ccccc2)cc1[N+](=O)[O-]	2	1	.	.	-11	.	.
Cc1noc(C)c1NC(=O)N(C)C[C@H]1Oc2ccc(NC(=O)C3CC3)cc2CC(=O)N([C@@H](C)CO)C[C@@H]1C	.	-2	4	1	18	.	2
COc1ccccc1NC(=O)c1ccc(NC(=O)CSc2n[nH]c(N)n2)cc1	-9	-3	-25	-4	-2	.	0
CCCNC(=O)CSc1nc2[nH]ncc2c(=O)[nH]1	-19	-6	-4	-3	6	-1	6
O=C(c1ccc(F)cc1)C1CCN(Cc2cn[nH]c2-c2ccc(F)cc2)CC1	-3	-27	24	-2	.	3	-4
COc1ccc(NC(=S)NC(=O)/C=C/c2cccs2)cc1	-24	4	-8	-1	23	-1	18
Cc1ccc(S(=O)(=O)N2C3CCCCC3O[C@H]2CC(=O)OCc2ccccc2)cc1 (stereo partly specified)	8	.	1	9	16	3	-5
C=CCNC(=O)C1CCN(c2nc(C)cc(-c3ccccc3)n2)CC1	.	-31	-48	-1	.	-8	-4
CC1(C(=O)NS(=O)(=O)c2ccc(Cl)cc2)CCN1C(=O)C1(c2ccc(Cl)cc2)CCC1 (stereo unspecified)	-6	.	2	-6	-2	2	-6

A second format for some results above.
| smiles | PAX8 inh HTS | ARNT-TACC3 inh | EWS-Fli inh | SIRT5 inh | LGR2 inh | Casp6 inh | DENV2 CPE rescue |
| --- | --- | --- | --- | --- | --- | --- | --- |
| C[C@H]1CN([C@@H](C)CO)C(=O)CCCn2nncc2CO[C@@H]1CN(C)C | 0 | -9 | -3 | -1 | -14 | 1 | -5 |
| CNC[C@@H]1Oc2c(NS(C)(=O)=O)cccc2C(=O)N([C@@H](C)CO)C[C@H]1C | -12&1 | 7&-1 | -3&-21 | 0 | 0&16 | 1&-1 | -10&1 |
| CCOc1ccc(CCNC(=O)Cn2cccc2C(=O)c2ccccc2C)cc1OCC | 29 | 1 | -4 | 2 | . | 6 | . |
| COc1ccccc1NC(=O)NNC(=O)c1ccc2ccccc2c1 | 2 | -3 | . | -1 | 8 | 3 | -2 |
